TbPYK inhibitor – qHTS of Trypanosoma Brucei Inhibitors; pyruvate kinase (Trypanosoma brucei), Q57TT1; TbPYK enzyme, Kinase-Glo Plus ATP luminescence, 45 min; Potency, µM (highest dose often 76.8 µM), inactives show top-dose activity, negative = inhibition, usual class: inhibitors; 410,000 tested, 0.12% active; also: nearly all actives have a fitted effect of over 50% in size
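Screened from lowest to highest concentration, compounds were pinned into TbPYK/substrate mixtures, and ADP (130 uM final) was added. Plates sat at room temperature for 45 min prior to Kinase-Glo Plus detection by luminescence.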
AMA1 RON2 block – qHTS for Inhibitors of AMA1-RON; Towards Development of Antimalarial Drug Lead: Primary Screen; Plasmodium falciparum AMA1 (3D7) - RON2 peptide interaction; AlphaScreen AMA1-biotinylated RON2 peptide binding; Potency, µM (highest dose often 58.2 µM), inactives show at the top dose activity change, negative = inhibition, hits mostly inhibitors; 360,000 tested, 0.2% active;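 also: 0% = vehicle wells and -100% = peptide control; nearly all actives have a fitted effect of over 45% in size; some results filed as inactive show a strong effect at the top dose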
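AMA1 (3D7) with his tag at 25 nM final met compounds first, then biotinylated RON2 peptide at 25 nM; detection used donor plus acceptor beads, 10 µg/mL apiece, read by AlphaScreen after 30 min at room temperature.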
* marks the source's active call; other numbers are inactive results; ? = inconclusive; & = joins results of further samples; [ ] = dose if it differs, or a comment. Calls follow the shape of the dose curve; as a rule, active = well fitted curve in the direction sought with a large enough effect; inconclusive = small, poorly fitted or top-dose-only effect, or another doubt; inactive = no such curve, though single readings can be large; an effect the other way counts as inactive or inconclusive. Unless noted, % is scaled to controls: 0 for no effect and ±100 for the full control effect; potency is read from the fitted curve at half-maximal effect.

Each structure is followed by: TbPYK inhibitor	AMA1 RON2 block
CC1Cc2ccccc2N1C(=O)c1ccc(Br)o1 (stereo not given)
→ -22%	-11%
O=C(CSc1nnc2ccccn12)NC(=O)c1cccc([N+](=O)[O-])c1
→ -1%	-14%
COc1ccc(CCn2c(-n3nc(C)cc3C)nc3c2c(=O)[nH]c(=O)n3C)cc1
→ ?	-12%
O=C(COC(=O)c1ccc(F)cc1Cl)NC1CCCCCCC1
→ -10%	3%
CC(=O)Nc1ccc(-c2ccnc3c2CC(C(=O)NCC2CC2)O3)cc1 (stereo not given)
→ -1%	0%
CCC(c1nnnn1-c1ccc2c(c1)OCCO2)N1CCN(C/C=C/c2ccccc2)CC1 (stereo not given)
→ 3%	-24%
COc1ccc(C(CNC(=O)c2cccc(S(=O)(=O)Nc3ccc(Br)cc3)c2)N(C)C)cc1 (stereo not given)
→ -2%	0%
Oc1ccc(O)c2c1C1(Cl)C(Cl)=C(Cl)C2(Cl)C1(Cl)Cl
→ 0%	-21%
COCCCN(Cc1cc(OC)c(OC)c(OC)c1)C(=S)Nc1cccc(SC)c1
→ -1%	-5%
Cn1c(N)c(C(=O)COC(=O)c2cc3ccccc3cc2O)c(=O)n(C)c1=O
→ 2%	11%
CSCCNC(=O)C1(C)CCN1C(=O)c1ccc(C(C)(C)C)cc1 (stereo not given)
→ 0%	-7%
Cc1ccc(C(NC(=O)C2CCN(CCCOc3ccccc3)CC2)c2ccccn2)cc1 (stereo not given)
→ 6%	19%
CC1CN(S(=O)(=O)c2cc(C(=O)NCCCN3CCCC3=O)ccc2Cl)CC(C)O1 (stereo not given)
→ 3%	-9%
Cc1cccc(N(C)c2cc(-c3ccc(F)cc3)nc3ccnn23)c1
→ -9%	43%[activator]
O=C(NC1CC1)c1cccc(NC(=O)c2cnn(-c3ccccc3)n2)c1
→ -4%	18%[11.6 µM]
COc1ccc(CNC(=O)CN(c2ccc(C(C)=O)cc2)S(=O)(=O)c2ccc(C)cc2)cc1OC
→ 5%	9%
OC[C@@H]1CN(Cc2ccc(F)cc2)C[C@H](n2cnc3c(Nc4ccccc4)ncnc32)O1
→ -10%	-13%
COc1ccc(C(C)=O)cc1CC1(C)C(=O)Nc2ccc(-c3cccc(C(F)(F)F)c3)cc21 (stereo not given)
→ 4%	-4%
CN(Cc1ccccc1)S(=O)(=O)c1ccc(Cl)c(C(=O)N2CCOCC2)c1
→ 3%	-8%
CSCC[C@H](NC(=O)C1CCN(S(=O)(=O)c2ccc(C)cc2C)CC1)c1nc2ccccc2[nH]1
→ 2%	6%[11.6 µM]
C=C1C(=O)OC2C1C(OC(=O)C(C)=CC)CC(=C)C1C(O)C3OC3(C)C21O (stereo not given)
→ -4%	-1%
CC1(C(=O)NS(=O)(=O)c2ccc(F)cc2F)CCN1C(=O)CC1CC1 (stereo not given)
→ 3%	-4%
CC(C)(O)CN(C(=O)c1ccccc1)C1CCCCC1
→ -1%	-2%
COc1ccc(-c2coc3cc(OC(C)=O)c(OC)cc3c2=O)cc1
→ 3%	-4%
CC(C)=CCC/C(C)=C/CNC(=O)C[C@H]1C[C@H](C(=O)N(C(C)C)C(C)C)[C@@]2(C)c3[nH]c4cc(-c5ccco5)ccc4c3CCN2C1=O
→ -2%	-24%
CC(C)(C)OC(=O)N(CCc1ccccc1)Cc1cccc(OCc2cccc(NC(=O)C3CCCC3)c2)c1
→ 1%	-6%
COc1ccc(-c2coc3c(C(=O)NCCN(C)C)cccc23)c(C)c1
→ 1%	-4%
COCC1CCN(C(=O)c2cc(COc3ccc(OC)c4ccccc34)on2)C1 (stereo not given)
→ -3%	-15%
COc1cc2c(c(OC)c1OC)-c1ccc(OC)c(=O)cc1C(N)CC2 (stereo not given)
→ 2%	5%
O=C(COC(=O)CCC(=O)c1cccs1)Nc1ccc(F)c(F)c1F
→ 1%	-3%

Next entries follow.
Each structure is followed by: TbPYK inhibitor	AMA1 RON2 block
Cc1ccccc1-c1cccc([C@@H]2C[C@H]3[C@H](CON3C)CN2S(=O)(=O)c2ccccc2C)c1
→ -2%	?
CNC[C@@H]1Oc2ccc(NS(=O)(=O)c3ccc(Cl)cc3)cc2C(=O)N([C@H](C)CO)C[C@@H]1C
→ -14%	-7%
N#CC(C#N)c1ccnc2ccccc12
→ 3%	-24%
O=C(Nc1ccncc1)c1cc(S(=O)(=O)N2CCCC2)ccc1Cl
→ 3%	14%
O=C(Nc1cc(F)ccc1F)c1ccc2c(=O)n3c(nc2c1)CCC3
→ 0%	7%
Cc1ccc(-n2c(=S)[nH]c3ccc(C)cc3c2=O)cc1
→ 1%	127%[activator]
CC12CC(O)C3C(CCC4=CC(=O)CCC43C)C1CCC2=CCO (stereo not given)
→ 3%	1%
O=C1C=C(c2ccccc2)C(c2ccccc2)C1 (stereo not given)
→ 3%	-3%
CN(C)CCNc1cccc2sc3ccc(O)cc3c(=O)c12
→ -3%	?
CN(C)N1C(=O)c2c(Cl)c(Cl)c(Cl)c(Cl)c2C1=O
→ -3%	39%[activator]
CCn1cc(CN2CCCC(C(=O)Nc3cccc(-n4cccn4)c3)C2)cn1 (stereo not given)
→ 3%	5%
CC1(C(=O)NS(=O)(=O)C2CC2)CCN(C(=O)c2ccc(F)c(Cl)c2)C1 (stereo not given)
→ 3%	4%
COc1ccccc1Cc1c(-c2cccc(Br)c2)nc2ccc(Br)cn12
→ 8%	0%
COc1ccc(NC(=O)c2cc(-c3ccc(F)cc3OC)n[nH]2)c(C)c1
→ -8%	10%
N#CC1(NC(=O)CN2C(=O)NC(Cc3c[nH]c4ccccc34)C2=O)CCCCC1 (stereo not given)
→ 6%	-16%
CCC(C)Sc1cc(-c2nc3ccc(C)cn3c2NCc2ccccc2)ccc1OC (stereo not given)
→ 6%	2%&3%
CC(C)[C@@H]1Cc2[nH]n(C)c(=O)c2[C@H](c2ccc(F)cc2)O1
→ -2%	18%
COCCNC(=O)CN1C(=O)CSc2cc(S(=O)(=O)N3CCCCCC3)ccc21
→ -5%	0%
NC(CO)c1csc(NC(=O)Nc2ccccc2Cc2ccccc2)n1 (stereo not given)
→ -8%	34%[activator]
CC1CCCC(C)N1C(=O)COC(=O)c1ccccc1O (stereo not given)
→ 4%	21%
CC(=O)c1cccc(NC(=O)C(C)OC(=O)C2=NNC(=O)CC2)c1 (stereo not given)
→ -19%	0%
CC(C)C[C@H]1CN(CCCC[C@H]2CNC(=O)C(=O)N2CCC2CCCCC2)C(=O)C(=O)N1CCC1CCCCC1
→ 5%	59%[activator]
Cc1cn(CC(=O)N2CCN(c3ccccn3)CC2)c(=O)[nH]c1=O
→ 3%	0%
CC(NC(=O)c1ccc(Br)o1)c1ccc(-n2ccnc2)cc1 (stereo not given)
→ 5%	0%
Cc1cc(N)ccc1-n1nc2ccccc2n1
→ -3%	-1%
COC(=O)[C@]1(C)N[C@H](CN(C)C(=O)c2ccc(C(C)(C)C)cc2)[C@@H]2C(=O)N(Cc3ccccc3)C(=O)[C@@H]21
→ 4%	-10%
CC12CCC(C(=O)C1)C1(C)CCCC(=O)C21 (stereo not given)
→ -9%	-21%
O=C(C1=C(O)C(=O)N(Cc2cccnc2)C1c1cccc(Oc2ccccc2)c1)c1ccco1 (stereo not given)
→ -1%	85%[activator]
O=C1N[C@@H](Cc2ccccc2)COC(=O)[C@H](Cc2ccc(F)cc2)CC/C=C/C[C@H]1CC(=O)N(CCO)Cc1ccccc1
→ 3%	-5%
CC[C@]12c3[nH]c4ccccc4c3CCN1C(=O)C(CC(=O)NCCc1ccccn1)C[C@@H]2C(=O)N1CCN(C(=O)c2ccco2)CC1 (stereo not given in full)
→ 8%	82%[activator]

As a working copy, two of the compounds above.
Each structure is followed by: TbPYK inhibitor	AMA1 RON2 block
Cc1ccccc1-c1cccc([C@@H]2C[C@H]3[C@H](CON3C)CN2S(=O)(=O)c2ccccc2C)c1
→ -2%	?
CNC[C@@H]1Oc2ccc(NS(=O)(=O)c3ccc(Cl)cc3)cc2C(=O)N([C@H](C)CO)C[C@@H]1C
→ -14%	-7%

More compounds follow:
Each structure is followed by: TbPYK inhibitor	AMA1 RON2 block
CSc1ccc(Cl)c(C(=O)NNC(=O)c2cccs2)c1
→ 5%	37%[activator]
CCCCN1CC(C)(C)Oc2cccc(F)c2S1(=O)=O
→ 5%	-1%
COc1ccc(S(=O)(=O)Nc2ccc3c(c2)C(=O)N([C@H](C)CO)C[C@H](C)[C@@H](CN(C)S(=O)(=O)c2ccc(OC)cc2)O3)cc1
→ -7%	6%
C#CCN(Cc1ccco1)C(=O)c1ccc(OC2CCN(Cc3ccccn3)CC2)cc1
→ -1%	8%
CNc1ncnc2c1ncn2[C@H]1CN(CCOC)C[C@@H](CO)O1
→ -1%	58%[activator]
CCOc1ccc(S(=O)(=O)NCc2cccnc2)cc1NC(=O)c1ccccc1
→ -3%	-7%
COc1ccc2c([N+](=O)[O-])c(N3CCOCC3)[nH]c2c1
→ -14%	22%
CCOC(=O)C1=C[C@@H](C(C)(C)C)N(S(=O)(=O)c2ccc(C)cc2)[C@H]1c1ccccc1
→ 6%	5%
O=C(O)c1cccc(-c2csc(C(O)c3ccc(F)cc3)n2)c1 (stereo not given)
→ -2%	0%
CC(=O)c1ccc(OCC(=O)Nc2nnc(C3CC3)s2)cc1
→ 2%	0%
COc1ccc(OC)c(S(=O)(=O)Nc2cccc3c(O)cccc23)c1
→ -7%	-1%
CCCC(=O)N1CCC1(C)C(=O)Nc1ccccc1-c1ccccc1 (stereo not given)
→ -2%	4%
CCN1CCC(O)(c2ccccc2)C(C(=O)c2ccccc2)C1 (stereo not given)
→ -4%	0%
Cn1c(=O)[nH]c(=O)c2c1nc(N1CCCCC1)n2CCSc1ncccn1
→ 2%	-10%
CC(NC(=O)COC(=O)Cc1ccc(Cl)cc1)c1ccccc1 (stereo not given)
→ -11%	3%
O=C(Oc1ccc([N+](=O)[O-])cc1)C1CC(=O)N(c2ccc3c(c2)OCCO3)C1 (stereo not given)
→ 2%	-2%
C=CCC1(Cc2ccsc2)C(=O)NC(=O)NC1=O
→ 1%	-1%
CN(Cc1ccccc1)Cc1ccccc1C(O)c1ccccc1 (stereo not given)
→ 1%	-22%
COc1ccc([C@H]2/C=C\CN(S(=O)(=O)/C=C/c3ccccc3)[C@@H](C)C(=O)N2Cc2ccc(F)cc2)cc1
→ 1%	-6%
CC(=O)C(=Cc1ccccc1)c1ccccc1
→ -6%	5%
O=S(=O)(c1ccc(Cl)cc1)N1Cc2ccccc2-n2nncc2C1
→ -7%	8%
Cc1ccc(C)c(C(O)c2ncc(-c3ccc(C(F)(F)F)cc3)[nH]2)c1 (stereo not given)
→ 4%	5%
CCN(CC(=O)Nc1c(F)cccc1F)C(=O)CCCN1C(=O)c2cccc3cccc(c23)C1=O
→ 2%	1%
N#Cc1ccc(S(=O)(=O)Nc2ccccc2N2CCOCC2)cc1
→ 2%	-1%
CCOC(=O)C1(C)CCCN(C(=O)c2ccc3ccccc3c2)C1 (stereo not given)
→ 7%	-19%
COc1ccc(C(=O)c2[nH]c(N)c(C(=O)NCCc3c[nH]c4ccccc34)c2-c2ccc(Br)cc2)cc1
→ 1%	59%[activator]
CN(Cc1ccccc1)c1cc2c(c3c1ccn3C)C1CCC2O1 (stereo not given)
→ -18%	14µM*
CC(C(c1ccc2c(c1)OCO2)c1c(N)n(C)c(=O)n(C)c1=O)[N+](=O)[O-] (stereo not given)
→ 4%	-2%
CN(C)S(=O)(=O)c1cccc(NC(=O)c2ccc(NS(=O)(=O)c3cccs3)cc2)c1
→ -1%	-19%
NC(=O)C(CCc1nc2ccccc2[nH]1)NS(=O)(=O)c1ccccc1 (stereo not given)
→ -7%	0%

Entries listed so far that have a thiophene ring, fused or not, in the order listed:
Each structure is followed by: TbPYK inhibitor	AMA1 RON2 block
O=C(COC(=O)CCC(=O)c1cccs1)Nc1ccc(F)c(F)c1F
→ 1%	-3%
CSc1ccc(Cl)c(C(=O)NNC(=O)c2cccs2)c1
→ 5%	37%[activator]
C=CCC1(Cc2ccsc2)C(=O)NC(=O)NC1=O
→ 1%	-1%
CN(C)S(=O)(=O)c1cccc(NC(=O)c2ccc(NS(=O)(=O)c3cccs3)cc2)c1
→ -1%	-19%

(list continues)
Each structure is followed by: TbPYK inhibitor	AMA1 RON2 block
CC(=O)N1C[C@H]2CON(C)[C@H]2C[C@H]1c1cccc(-c2ccccc2)c1
→ 1%	7%
CCOC(=O)[C@]12CCCC=C1N(Cc1ccc(Cl)cc1Cl)C(=O)[C@H](CC(=O)NCc1ccc(C)o1)C2
→ 1%	-11%
CC12CC(=O)C3C(CCC4CC=CCC43C)C1CCC2=O (stereo not given)
→ 3%	23%
COc1ccc(OCc2nnc(SCC(=O)Nc3oc(C)c4c(C)n[nH]c(=O)c34)n2C)cc1
→ -8%	24%
CCOc1ccccc1C(O)C1=CC(=O)c2ccccc2C1=O (stereo not given)
→ 2%	-20%
CC1(C)CC2CC(C)(CN2C(=O)COC(=O)c2cccnc2Cl)C1 (stereo not given)
→ -20%	11%
CC(C)C1CC2=C(C(=O)OC(C)(C)O2)C(c2ccc(F)cc2)O1 (stereo not given)
→ 0%	-10%
CC(C)N(Cc1ccccc1)C(=O)COC(=O)c1c(F)cccc1F
→ 2%	-13%

Only part of the results is shown, so the mix of outcomes need not match the whole.
